TAAR1 ag: human TAAR1 agonists, primary screen, Fluo-8 calcium fluorescence, CHO RD-HGA16 cells; vehicle wells 0%, saturating PEA agonist 100%; Trace amine-associated receptor 1 (Homo sapiens), Q96RJ0; 360,000 tested, 0.99% active; AID 624467, 2012; activation, % at 3 µM;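 active means activation above the mean activation of all test compounds in the run plus 3 SD, cut at about 38% in these data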
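Assay system – CHO-derived RD-HGA16 cells with stable Gα16 and human TAAR1 · Compound dosing – one-point dosing at 3 µM (nominal) · Incubation – 17-24 h seeding, 75 min 37 °C dye, 30 min RT · Measured by – kinetic Fluo-8 calcium fluorescence · Control set – DMSO vehicle as 0%, PEA at EC100 as 100% · Repeats – single well for each compound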
CHO parental Ca: ATP-evoked calcium signal inhibitors, parental CHO, primary screen, counter-screen for OX1R antagonist project, cell-based, fluorescence, Fluo-8 calcium dye. parental CHO-K1, ATP-induced calcium, Fluo-8 fluorescence. inhibition, % at 5.6 µM. 330,000 tested, 0.63% active. AID 463079, 2010;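 active means inhibition above that plate's mean sample inhibition plus 3 SD, cut at about 26% in these data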;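 further: 0% = ATP-challenged DMSO wells and 100% = DMSO wells without ATP; some compounds past the cut are filed as inactive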
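test system = CHO parental line | reagent = ATP stimulus | measured by = intracellular calcium via Fluo-8 no-wash fluorescent dye | control set = ATP and no-ATP DMSO wells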
OXTR potentiate: human OXTR potentiators, primary screen, fluorescence, CHO-OTR cells, Fluo-8 calcium; Oxytocin receptor (Homo sapiens), P30559; Fluo-8 calcium fluorescence, potentiator mode; 0% = oxytocin EC15, 100% = EC100; activation, % at 3 µM; 320,000 tested, 0.061% active; AID 2445, 2010;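 active means activation above that plate's cutoff, the mean activation of tested compounds plus 3 SD, cut at about 6.6% in these data, passing the limit was not always enough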;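 further: 100% uses oxytocin at 75 nM as the full agonist control; some results filed as inactive read as strong as hits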
Target sequence (P30559 whole entry, looked up): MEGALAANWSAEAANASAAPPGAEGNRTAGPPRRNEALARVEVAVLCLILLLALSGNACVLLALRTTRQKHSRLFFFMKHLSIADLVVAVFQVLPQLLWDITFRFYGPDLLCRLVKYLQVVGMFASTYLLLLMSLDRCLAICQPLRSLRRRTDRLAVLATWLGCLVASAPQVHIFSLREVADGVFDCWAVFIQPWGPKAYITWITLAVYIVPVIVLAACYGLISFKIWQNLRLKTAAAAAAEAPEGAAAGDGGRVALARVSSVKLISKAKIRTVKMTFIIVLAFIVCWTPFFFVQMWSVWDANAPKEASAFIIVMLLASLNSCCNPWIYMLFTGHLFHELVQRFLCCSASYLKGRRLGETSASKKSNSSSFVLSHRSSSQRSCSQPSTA
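Assay system: CHO cell line stably expressing human OTR | Also added: Oxytocin at about EC15, sub-maximal agonist stimulus | Times: Compound 6 min at room temperature before oxytocin, 100 s read | Measured by: Fluo-8 intracellular calcium fluorescence, ex 470-495, em 515-575 nm | Controls: EC15 oxytocin alone as 0%, 75 nM oxytocin as 100%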
TAAR1 antag: human TAAR1 antagonists, primary screen, Fluo-8 calcium fluorescence, CHO RD-HGA16 cells | antagonist | 360,000 tested, 1.5% active | AID 624466, 2012 | Trace amine-associated receptor 1 (Homo sapiens), Q96RJ0 | inhibition, % at 3 µM;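 active means inhibition above a per-plate cutoff, the mean inhibition of test compounds on that plate plus 3 SD, cut at about 49% in these data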;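 further: 0% = DMSO plus EC80 beta-PEA response and 100% = DMSO alone without agonist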
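Test system: hTAAR1-expressing CHO RD-HGA16 cells, Gα16-coupled; Probe or stimulus: EC80 β-phenethylamine stimulus; Compound dosing: single nominal final test compound concentration of 3 µM; Timing: 140 s kinetic read after compound, 140 s after agonist; Signal: Fluo-8 calcium-sensitive fluorescence; Measure: % inhibition of agonist calcium response; Controls: DMSO and EC80 PEA controls.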
CHO-K1 Ca antag: counter-screen for M1 antagonists: effect in parental CHO-K1 cells | ATP-induced calcium, Fluo-8 fluorescence | 360,000 tested, 0.6% active | inhibition, % at 3 µM | AID 602250;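 active means inhibition above a per-plate cutoff, the plate's mean sample inhibition plus 3 SD, cut at about 24% in these data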;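 further: 0% = DMSO plus EC80 ATP and 100% = DMSO alone without ATP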
M1 PAM parental: nonselective calcium activators in parental CHO-K1 cells, primary screen, counter-screen for M1 PAM project, cell-based, Fluo-8 calcium fluorescence, full deck, 1536-well. ATP EC20; 0% at ATP EC20, 100% at ATP max. activation, % at 3 µM. 360,000 tested, 0.02% active. AID 602247, 2012;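 active means activation above the run cutoff, the mean activation of all test compounds plus 3 SD, cut at about 40% in these data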;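 further: peak over basal fluorescence ratio in a 140 s read after ATP addition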
M1 ag: human M1 muscarinic receptor agonists, primary screen, Fluo-8 calcium fluorescence, CHO-K1 cells, HTS; CHO-K1 hM1, agonist mode; 0% DMSO, 100% acetylcholine EC100; activation, % at 3 µM; 360,000 tested, 0.33% active; AID 588814, 2011;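 active means activation above the run's mean compound activation plus 3 SD, cut at about 16% in these data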;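 further: peak over basal fluorescence ratio within a 140 s kinetic read after compound addition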
Target sequence (P11229 whole entry, looked up): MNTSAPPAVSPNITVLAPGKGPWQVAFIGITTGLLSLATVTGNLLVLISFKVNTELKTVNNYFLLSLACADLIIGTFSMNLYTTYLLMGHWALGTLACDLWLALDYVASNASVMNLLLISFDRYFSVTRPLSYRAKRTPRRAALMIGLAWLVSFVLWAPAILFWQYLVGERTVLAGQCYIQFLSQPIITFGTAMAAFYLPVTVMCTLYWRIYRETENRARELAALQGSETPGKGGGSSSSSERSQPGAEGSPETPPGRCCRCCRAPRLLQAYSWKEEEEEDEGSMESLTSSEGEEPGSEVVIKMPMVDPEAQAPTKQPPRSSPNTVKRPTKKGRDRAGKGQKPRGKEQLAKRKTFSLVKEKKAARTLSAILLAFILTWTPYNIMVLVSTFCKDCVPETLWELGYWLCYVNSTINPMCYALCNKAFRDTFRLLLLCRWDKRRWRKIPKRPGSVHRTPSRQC
CHO-K1 Ca ag: counter-screen for M1 agonists: effect in parental CHO-K1 cells | Fluo-8 calcium fluorescence; scaled to maximal ATP response, vehicle zero | activation, % at 3 µM | 360,000 tested, 0.48% active | AID 602248, 2012; in the data active means activation above about 15%;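 further: untransfected CHO-K1 host cells lacking M1 receptor as counterscreen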
M1 antag: human M1 muscarinic receptor antagonists, primary screen, CHO-K1 cells, Fluo-8 calcium fluorescence, 1536-well; Muscarinic acetylcholine receptor M1 (Homo sapiens), P11229; CHO-K1 hM1, ACh EC80 antagonist; inhibition, % at 3 µM; 360,000 tested, 1.3% active; AID 588852, 2011;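 active means percent inhibition above its own plate's cutoff, namely the mean of that plate's compound wells plus 3 SD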;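 further: peak over basal fluorescence ratio during 140 s after agonist addition; 0% = ACh EC80 plus DMSO and 100% = DMSO alone without agonist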
* marks the source's active call; other numbers are inactive results; . = not tested or not shown.

Compound	TAAR1 ag	CHO parental Ca	OXTR potentiate	TAAR1 antag	CHO-K1 Ca antag	M1 PAM parental	M1 ag	CHO-K1 Ca ag	M1 antag
CCOC(=O)c1cc2occc2n1CC(=O)N1CCN(C(=O)c2ccco2)CC1	3.8	-6.3	2.7	-17.6	-16.7	6.4	0.1	0.3	-14.5
O=C(NNC(=O)c1ccc2ccccc2c1O)Nc1ccc(F)cc1	6.3	4.5	-6.1	-12.6	9.3	-19.6	-2.2	1.1	-2.5
CCSc1nc(O)c(C2OC(=O)c3c2ccc(OC)c3OC)c(=O)n1CC (configuration not stated)	-0.8	-1.7	4.0	-2.9	-12.0	-1.0	-2.7	0.2	8.3
Cc1ccccc1C(=O)NCCNc1ccc([N+](=O)[O-])cc1	3.2	-3.8	-3.1	1.8	12.7	-19.0	-2.9	2.6	22.9
O=C(OCC(=O)N1CCCCCC1)c1cccc(Cl)c1	4.7	-17.7	6.2	0.5	-7.0	-18.1	-1.7	-0.1	22.1
CC(=O)N1CCN(S(=O)(=O)c2cccc(C(=O)NC3CCC(C)CC3)c2)CC1 (configuration not stated)	2.4	3.4	-5.8	-17.8	-3.0	16.8	-6.0	0.3	6.4
O=S(=O)(O)c1ccc(N=Nc2ccccc2)cc1	4.9	7.3	-15.9	-4.6	-10.2	9.1	-0.9	0.2	-15.8
O=C(Nc1ccccc1Cl)c1ccn[nH]1	5.9	-9.7	0.8	-10.3	-8.9	12.0	-2.9	0.4	-4.8
Oc1ccccc1CN1CCCC(N2CCN(c3cccc(C(F)(F)F)c3)CC2)C1 (configuration not stated)	0.4	1.7	-9.4	-17.3	-9.2	11.9	-7.5	1.5	7.8
Cc1ccccc1-n1c(C)cc(/C=N/NC(=O)c2ccc(CN3CCOCC3)cc2)c1C	6.6	-3.3	-9.8	5.1	3.0	-13.1	-3.2	1.1	8.5
Cn1cccc1C(=O)OCC(=O)Nc1ccc2c(c1)CCC2	14.5	7.5	-15.2	-10.8	-3.3	18.7	-3.4	0.5	-3.5
CCN(C[C@H]1N[C@@](CC)(C(=O)OC)[C@H]2C(=O)N(Cc3ccccc3)C(=O)[C@@H]12)C(C)=O	3.3	-0.3	-3.6	13.4	-6.3	4.3	-2.8	-0.1	-6.8
CC1=NN(c2ccc([N+](=O)[O-])cc2)C(=O)C1	.	.	.	.	-1.2	-5.8	-0.8	-0.1	-19.4
CCn1c(-c2cc(-c3ccc(OC(C)C)cc3)nc3ccccc23)n[nH]c1=S	.	-30.4	-6.6	.	3.3	-5.8	-5.0	0.0	7.6
Cc1ccnc(SCc2nc3ccccc3s2)n1	11.6	-15.3	-4.9	21.4	5.2	-8.0	-5.2	-0.3	4.9
COc1ccccc1N1CCN(C(=S)Nc2ccc3nc(N4CCOCC4)cc(C)c3c2)CC1	11.7	-5.5	-10.7	7.7	1.8	15.0	-5.9	3.9	-4.7
Cc1ccc(S(=O)(=O)N2[C@@H](c3ccc(C#N)cc3)C(C(=O)O)=C[C@H]2CC2CCCC2)cc1	1.5	-15.2	-4.5	3.7	-11.4	1.7	-4.7	0.1	-10.7
Cn1c(N)c(C(c2ccccc2)c2c(N)n(C)c(=O)n(C)c2=O)c(=O)n(C)c1=O	-1.2	-13.0	8.8	1.0	4.7	-4.6	-4.1	-0.6	-2.0
CCN1CCN(C(=O)c2cc3cc(F)ccc3[nH]2)CC1	1.2	-6.8	-11.7	-4.0	33.8*	-28.7	-6.3	-0.5	-9.4
NC(=O)Cn1nnc(-c2ccccc2NC(=O)c2cnccn2)n1	2.0	-6.3	-12.2	8.7	17.5	-6.8	12.6	0.0	-16.4
S=C(Nc1cccc(Cl)c1)N(CCCN1CCCC1)Cc1cccn1Cc1ccc(Cl)cc1	19.6	4.3	-9.2	14.0	1.4	-15.2	-6.2	1.0	12.2
c1ccc2c(c1)nc1n2CCS1	11.0	0.7	-4.0	-7.7	-5.9	20.4	-3.9	0.2	-4.2
CCOc1ccc(-c2cc(N3C(=O)Nc4ccccc4N3O)on2)cc1	12.2	2.1	-9.1	-2.1	-11.2	14.1	-1.1	0.1	-15.6
NNC(=O)CN1C(c2ccc(Cl)cc2)=Nc2ccc(Br)cc2C1c1ccccc1 (configuration not stated)	7.3	-23.9	-9.2	3.4	-20.8	27.5	-4.4	0.8	-1.5
Cn1c(=O)c2cc(S(=O)(=O)N3CCOCC3)ccc2n(C)c1=O	13.2	-8.6	0.5	-7.9	-24.9	10.3	-4.3	0.3	-23.6
Cc1ccc(NS(=O)(=O)c2cccc3cccnc23)c(Cl)c1	-3.1	-15.1	-10.0	-33.5	-1.9	-5.5	-4.8	1.1	3.9
N#Cc1ccc(OCC(=O)N2CCN(S(=O)(=O)c3cccc(Cl)c3)CC2)cc1	2.4	-14.7	-8.8	-6.4	-17.8	2.3	-1.3	2.4	-11.2
CC1CCCC(C)N1C(=O)COC(=O)Cc1c[nH]c2ccccc12 (configuration not stated)	2.8	-10.6	-15.6	-3.8	-3.8	7.9	-2.0	2.1	-2.0
Cc1ccc(C(CNS(=O)(=O)c2ccc(Cl)cc2)N2CCN(C)CC2)cc1 (configuration not stated)	7.3	-20.3	-4.3	-4.6	-1.2	13.5	-5.5	2.9	-7.9
NCCSc1c(-c2ccc(F)cc2)[nH]c2ccccc12	28.4	-8.9	-19.7	-5.4	-4.0	11.6	2.5	3.7	-6.2
CCCn1c(=O)[nH]c2ccccc21	8.4	-1.2	0.9	-5.7	5.3	7.8	1.1	0.6	-1.3
Cc1cccc(C)c1N1C(=O)CN(Cc2ccccc2)C1=S	0.7	-17.8	1.6	-13.3	2.9	-1.1	-2.2	0.8	-6.7
COCCNc1c2c(nc3c(-c4ccccc4)c(C)nn13)CCC2	-2.5	-22.7	-3.2	-45.0	5.4	-19.1	-6.1	1.0	5.2
O=C(NCC1CCCO1)c1onc(CSc2ccc(F)cc2)c1C(=O)O (configuration not stated)	5.5	-11.7	1.1	7.8	-1.6	10.5	-3.4	-0.2	6.9
Cc1cc(C)cc(CC(=O)N2CCC2(C)C(=O)NS(=O)(=O)c2ccccc2C)c1 (configuration not stated)	1.5	.	.	-21.0	-8.0	5.9	-2.6	0.8	-13.4
O=C(N/N=C/c1ccccn1)c1cc(-c2ccccc2Cl)n[nH]1	3.0	-3.9	-3.4	10.8	1.4	-11.5	-2.7	0.5	23.6

Whole records from above. Values in the order: TAAR1 ag | CHO parental Ca | OXTR potentiate | TAAR1 antag | CHO-K1 Ca antag | M1 PAM parental | M1 ag | CHO-K1 Ca ag | M1 antag
NCCSc1c(-c2ccc(F)cc2)[nH]c2ccccc12 reads 28.4 | -8.9 | -19.7 | -5.4 | -4.0 | 11.6 | 2.5 | 3.7 | -6.2
Cn1c(=O)c2cc(S(=O)(=O)N3CCOCC3)ccc2n(C)c1=O reads 13.2 | -8.6 | 0.5 | -7.9 | -24.9 | 10.3 | -4.3 | 0.3 | -23.6

Carrying on.
Compound	TAAR1 ag	CHO parental Ca	OXTR potentiate	TAAR1 antag	CHO-K1 Ca antag	M1 PAM parental	M1 ag	CHO-K1 Ca ag	M1 antag
COc1ccc(OC)c(NC(=O)CCCNC(=O)Cn2cnc3sc(C)c(C)c3c2=O)c1	-2.1	-21.7	-2.1	-27.0	-8.4	-1.9	-6.0	0.4	0.5
O=C(c1ccco1)N1CCN(C(=O)N2CCCC2)CC1	1.0	8.9	-1.9	-21.9	-1.4	-5.1	-1.2	-0.4	-12.9
O=C(CCc1nnc2ccc(NCc3ccco3)nn12)Nc1cccc(F)c1	0.9	-8.0	-11.9	-15.8	0.8	-21.1	-2.5	0.0	14.7
CC(=O)Nc1ccc(C(=O)OCC(=O)/C(C#N)=C(\C)N)cc1	0.7	-4.4	2.3	3.7	6.0	-10.7	-1.9	0.2	11.1
Cc1ccc(-c2nc(NCc3ccc(F)cc3)n(S(C)(=O)=O)n2)cc1	2.6	-22.7	-2.2	4.1	-2.7	21.1	-7.0	0.3	-8.2
COc1cc(CCN2C(=O)c3cccc4cccc(c34)C2=O)c(S(=O)(=O)N2CCC(C)CC2)cc1OC	2.9	-15.8	-5.8	19.6	-3.9	2.5	-8.4	0.4	3.0
CCN(CC)S(=O)(=O)c1ccc(Cl)c(NC(=O)COC(=O)c2c(C)noc2C)c1	1.8	-5.2	3.2	-8.4	-5.4	20.0	-6.5	4.7	-5.2
COc1ccc(C(CCN2CCCCC2)c2c(O)cc(OC)cc2OC)cc1 (configuration not stated)	3.0	-21.1	-7.0	10.7	-7.1	18.0	-12.2	3.4	9.0
Nc1ccc(OCCc2ccccc2)cc1	7.2	-10.9	-1.4	-12.4	0.1	-3.8	-6.1	0.1	-15.1
Cc1ccc(C2CC(c3ccc(Cl)cc3)=NNC2=O)cc1 (configuration not stated)	5.0	-12.1	-6.0	-3.3	-12.9	5.7	-5.0	0.0	-5.9

The order is random, and some 4.2% of all compounds hit somewhere here.
